# hERG protect: hERG rescue from dofetilide block, primary screen, cell-based, CHO-hERG, FluxOR thallium flux, dofetilide IC70. dofetilide IC70 present. Voltage-gated inwardly rectifying potassium channel KCNH2 (Homo sapiens), Q12809. hit rate 0.51% among 310,000. AID 1511, 2009. activation (rescue from dofetilide block), less the hit threshold, % at 10 µM;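 active means activation above the mean of controls blocked by dofetilide plus 5 SD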;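 further: thallium influx through hERG after potassium depolarization seen as dye fluorescence rise; in these data hits start at about 4.7%; inactives centre near -7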
# KCNK3 inh: human KCNK3 channel inhibitors, primary screen, CHO cells, FluxOR thallium flux, B-score; Potassium channel subfamily K member 3 (Homo sapiens), O14649; B-score at 10 µM; FluxOR fluorescence; hits give low values; hit rate 0.84% among 340,000; AID 602410, 2012;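 active means B-score under library mean minus 4 SD, starting fluorescence ratio at most library mean plus 5 SD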;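 further: more negative B-score means stronger inhibition of thallium flux through KCNK3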
# KCNQ1 pot: potentiators or activators of KCNQ1 channel, primary screen, cell-based, thallium flux, high-throughput. B-score at 10 µM. Potassium voltage-gated channel subfamily KQT member 1 (Homo sapiens), P51787. AID 2648, 2010. hit rate 0.35% among 310,000. CHO-K1 KCNQ1, thallium flux FluxOR fluorescence; hits give high values;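 active means fluorescence ratio B-score, a plate-corrected score, at least three library SD, with initial intensity B-score within 5 SD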
#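 Schedule – 37 °C overnight plating, 90-min dark dye load, 20-min compound pretreatment · System – stable KCNQ1 CHO-K1 line · Probe or stimulus – thallium- and potassium-containing depolarizing buffer · Measured by – kinetic FluxOR fluorescence, 10 s baseline plus 110 s post-stimulus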
# TRPC4 agonist: activators of mouse TRPC4 channel, primary screen, Fluo4 calcium, HEK293 TRPC4beta/mu-opioid cells; Fluo4 calcium fluorescence; hits give high values; B-score at 10 µM; hit rate 0.49% among 310,000;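 active means B-score above 5 SD of library B-scores, and initial fluorescence ratio not above library mean plus 5 SD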;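 further: positive B-score marks a calcium rise read as TRPC4 activation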
#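 system = HEK293 cells stably co-expressing mouse TRPC4beta and mu-opioid receptor | schedule = Fluo4 dye loading 45 min at room temperature, 110 s recording | measure = B-scored integrated calcium fluorescence ratio | signal = Fluo4 calcium-sensitive dye fluorescence, kinetic, 1 Hz baseline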
# DYRK1A inh: rat Dyrk1A kinase inhibitors, primary screen, biochemical, single point, plate reader. hit rate 0.43% among 310,000. inhibition, % at 12.5 µM. ADP-Glo luminescence, NFATc1 peptide; in the data active means inhibition above about 50%;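 further: plate controls were vehicle with enzyme for no effect and no enzyme for full effect; many of its hits are not listed in these tables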
# KCNK9 block: KCNK9 potassium channel inhibitors, primary screen, HEK293 cells, thallium flux; Potassium channel subfamily K member 9 (Homo sapiens), Q9NPC2; FluxOR thallium flux fluorescence; hits give low values; B-score at 10 µM; hit rate 1.2% among 310,000; AID 488922, 2010;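 active means ratio B-score over 3 SD below the library mean, with starting fluorescence within 5 SD of its mean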;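 further: negative B-score means less thallium flux so channel inhibition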
# HDAC3 inh: HDAC3 deacetylase inhibitors, primary screen, biochemical, fluorescence, cell-free homogeneous; recombinant HDAC3, fluorogenic peptide/trypsin coupled; Histone deacetylase 3 (Homo sapiens), O15379; inhibition, % at 8.3 µM; hit rate 0.15% among 320,000; in the data active means inhibition above about 26%, passing the limit was not always enough; inconclusive means no clear call, values can overlap the other calls
# TRPC4 potent: positive allosteric modulators of TRPC4, primary screen, cell-based, mouse TRPC4beta, HEK293 mu-opioid, Fluo-4 calcium. B-score at 10 µM. AID 2227, 2009. DAMGO EC20, Fluo-4 Ca2+ flux; hits give high values. hit rate 0.42% among 310,000;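 active means B-score of calcium response area above 5 SD of library B-scores, with initial fluorescence ratio within 5 SD of library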;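 further: B-score of integrated fluorescence ratio over time as area under calcium response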
# TMEM16A inh: TMEM16A chloride channel inhibitors, primary screen, cell-based, HTS. HEK293 TMEM16A/YFP iodide influx fluorescence, ionomycin. normalized B-score (activity score, 25-100; higher = stronger inhibition) at 10 µM. hit rate 1.2% among 310,000. AID 588511, 2011;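 active means ratio plate-corrected score three or more library SD toward inhibition, starting fluorescence score within five deviations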;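 further: score derived from kinetic fluorescence span divided by baseline fluorescence per well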
# Target sequence (Q8BHY3 whole entry, looked up): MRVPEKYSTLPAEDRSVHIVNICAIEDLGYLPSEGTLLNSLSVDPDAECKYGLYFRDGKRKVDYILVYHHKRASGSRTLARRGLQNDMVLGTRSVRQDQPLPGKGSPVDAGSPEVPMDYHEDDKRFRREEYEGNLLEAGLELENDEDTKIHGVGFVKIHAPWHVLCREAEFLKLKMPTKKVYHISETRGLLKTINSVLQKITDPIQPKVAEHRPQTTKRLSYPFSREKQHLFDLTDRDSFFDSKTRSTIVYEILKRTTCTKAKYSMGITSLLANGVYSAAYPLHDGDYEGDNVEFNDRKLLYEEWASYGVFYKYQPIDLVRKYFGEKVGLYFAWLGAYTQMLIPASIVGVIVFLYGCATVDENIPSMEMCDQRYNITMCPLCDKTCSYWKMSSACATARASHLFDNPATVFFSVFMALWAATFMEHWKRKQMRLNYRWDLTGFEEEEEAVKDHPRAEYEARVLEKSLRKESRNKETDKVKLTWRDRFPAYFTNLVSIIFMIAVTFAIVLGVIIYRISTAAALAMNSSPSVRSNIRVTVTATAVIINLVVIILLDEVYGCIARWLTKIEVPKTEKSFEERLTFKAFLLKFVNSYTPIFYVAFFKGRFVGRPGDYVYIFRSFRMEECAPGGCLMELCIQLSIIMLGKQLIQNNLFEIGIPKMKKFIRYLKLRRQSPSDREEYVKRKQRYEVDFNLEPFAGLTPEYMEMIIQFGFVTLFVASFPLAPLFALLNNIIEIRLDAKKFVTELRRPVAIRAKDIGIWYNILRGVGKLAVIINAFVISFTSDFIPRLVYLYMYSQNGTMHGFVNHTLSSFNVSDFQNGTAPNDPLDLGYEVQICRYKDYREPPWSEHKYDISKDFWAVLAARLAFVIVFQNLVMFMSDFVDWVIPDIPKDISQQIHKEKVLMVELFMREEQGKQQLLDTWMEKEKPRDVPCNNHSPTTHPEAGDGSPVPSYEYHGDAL
# KCNQ1 block: inhibitors of human KCNQ1 channel, primary screen, cell-based, thallium flux, high-throughput; CHO-K1 KCNQ1, FluxOR thallium flux fluorescence; hits give high values; hit rate 1.3% among 310,000; B-score at 10 µM; AID 2642, 2010; Potassium voltage-gated channel subfamily KQT member 1 (Homo sapiens), P51787;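 active means compounds whose thallium flux B-score, printed positive for inhibition, exceeds three library SD while starting fluorescence stays within three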;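 further: channel opened by potassium depolarization with thallium stimulus after 20 min compound exposure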
# TMEM16A act: TMEM16A chloride channel activators or potentiators, primary screen, cell-based, HTS; Anoctamin-1 (Mus musculus), Q8BHY3; HEK293 TMEM16A/YFP-H148Q/I152L, iodide quench fluorescence; hits give low values; B-score at 10 µM; hit rate 0.3% among 340,000; AID 623877, 2012;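 active means fluorescence-ratio B-score plate-corrected deviation score at least 3 library SD below zero, with starting fluorescence score within 5 deviations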;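 further: channel opened by trigger with iodide after compound preincubation; score built on the fluorescence ratio of max minus min over baseline; more negative score means more quench and so TMEM16A activation or potentiation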
# * marks the source's active call; other numbers are inactive results; i = inactive; u = inconclusive; x = no result given. A portion of the library, so the mix of outcomes need not match the whole.
entry	Compound	DYRK1A inh	HDAC3 inh	TMEM16A inh	hERG protect	TMEM16A act	KCNK3 inh	KCNK9 block	TRPC4 agonist	KCNQ1 pot	TRPC4 potent	KCNQ1 block
1	Cc1cc(=O)oc2cc(NC(=O)c3ccnn3C)ccc12	-1	x	i	-9	i	i	i	i	i	i	i
2	CNc1nc(NCc2ccccc2)nc(N)c1[N+](=O)[O-]	-1	3	i	-8	i	i	i	i	i	i	i
3	CC1CCN(C(=O)c2[nH]cnc2C(=O)NCC(=O)OCc2ccccc2)CC1	14	-5	i	-11	i	i	i	i	i	i	i
4	CCC(=O)c1ccc(OCC(=O)O)cc1	-1	x	x	-5	i	i	i	i	i	i	i
5	COc1cc(NC(=O)C2CCCO2)c(OC)cc1NC(=O)c1ccccc1 (configuration not stated)	-6	2	i	-7	i	i	i	i	i	i	i
6	COC(=O)c1ccc(CSc2nnc(Nc3cccc(OC)c3)s2)o1	8	u	i	-9	i	i	i	i	i	i	i
7	N#CC1=C(N)OC2=C(CC/C2=C\c2ccc(F)cc2)C1c1ccc(F)cc1 (configuration not stated)	x	1	i	-9	x	x	i	i	i	i	i
8	CCn1c(SCc2ccc(F)cc2)nc2ccccc2c1=O	1	1	i	-5	i	i	i	i	i	i	i
9	Cc1cc(C)c2c(N)c(C(=O)c3ccc(Cl)cc3)sc2n1	1	-1	i	-3	i	i	i	i	i	i	i
10	O=C(c1cccc(F)c1)N1CCC(O)(c2cccnc2)CC1	-4	-5	i	-8	i	i	i	i	i	i	i
11	COc1ccnc(Oc2ccc(F)cc2)c1C#N	-1	-4	i	-6	i	i	i	i	i	i	i
12	O=C(NCc1ccccc1F)c1cc(=O)[nH]c2ccccc12	1	-1	i	-2	i	i	i	i	i	i	i
13	Cc1ccc(C(=O)N2CCN(c3cccc(C)c3C)CC2)o1	-11	6	i	-5	i	i	i	i	i	i	i
14	COc1ccc(-c2cc(C3CCN(CC(O)C(F)(F)F)CC3)[nH]n2)cc1 (configuration not stated)	0	1	i	-7	i	i	i	i	i	i	i
15	CN(C)S(=O)(=O)c1ccccc1C#N	10	-3	i	-2	i	i	i	i	i	i	i
16	Cc1[nH]n(-c2ccccc2)c(=O)c1C=Nc1ccc(S(=O)(=O)N(C)C)cc1	-1	-1	i	-2	i	i	i	i	i	i	i
17	O=C(NCC1CCCO1)c1cccc(S(=O)(=O)NCc2ccccc2)c1 (configuration not stated)	-4	0	i	-11	i	i	i	i	i	i	i
18	c1ccc(C2=Nc3c(ccc4ccccc34)C(c3ccncc3)=NN2)cc1	x	-1	i	-11	i	i	-7.7*	i	i	i	i
19	O=C(CSC1=NNC(c2ccccn2)S1)Nc1cccc(Cl)c1 (configuration not stated)	1	-3	i	-8	i	i	i	i	i	i	i
20	CN(C(=O)c1cccn(Cc2ccccc2)c1=O)c1ccccc1	-1	1	i	-6	i	i	i	i	i	i	i
21	CC(C)CNC(=O)c1c2c(nc3ccccc13)-c1ccccc1CC2	-1	-8	i	-9	i	i	i	i	i	i	i
22	Cc1cc(C)cc(NC(=O)c2ccc(S(=O)(=O)N(C)CC3CCCO3)cc2)c1 (configuration not stated)	x	-2	i	-10	i	i	i	i	i	i	i
23	O=C(Nc1ccc(N2CCN(C(=O)c3cccs3)CC2)cc1)c1ccccc1F	3	2	i	-6	i	i	i	i	i	i	i
24	CCO/C=C1\C(=O)N(c2ccc(OCC)cc2)C(=O)c2ccccc21	1	3	i	-7	i	i	i	i	i	i	i

# Reprinted at random: 2 compounds from above
entry	Compound	DYRK1A inh	HDAC3 inh	TMEM16A inh	hERG protect	TMEM16A act	KCNK3 inh	KCNK9 block	TRPC4 agonist	KCNQ1 pot	TRPC4 potent	KCNQ1 block
21	CC(C)CNC(=O)c1c2c(nc3ccccc13)-c1ccccc1CC2	-1	-8	i	-9	i	i	i	i	i	i	i
22	Cc1cc(C)cc(NC(=O)c2ccc(S(=O)(=O)N(C)CC3CCCO3)cc2)c1 (configuration not stated)	x	-2	i	-10	i	i	i	i	i	i	i

# One compound at a time, as listed above.
# O=C(CSC1=NNC(c2ccccn2)S1)Nc1cccc(Cl)c1 (configuration not stated) reads DYRK1A inh: 1; HDAC3 inh: -3; TMEM16A inh: i; hERG protect: -8; TMEM16A act: i; KCNK3 inh: i; KCNK9 block: i; TRPC4 agonist: i; KCNQ1 pot: i; TRPC4 potent: i; KCNQ1 block: i
# Cc1cc(C)cc(NC(=O)c2ccc(S(=O)(=O)N(C)CC3CCCO3)cc2)c1 (configuration not stated) reads DYRK1A inh: x; HDAC3 inh: -2; TMEM16A inh: i; hERG protect: -10; TMEM16A act: i; KCNK3 inh: i; KCNK9 block: i; TRPC4 agonist: i; KCNQ1 pot: i; TRPC4 potent: i; KCNQ1 block: i

# KCNK9 block: what is marked active above.
No. | smiles | DYRK1A inh | HDAC3 inh | TMEM16A act | KCNK3 inh | KCNK9 block | TRPC4 agonist | KCNQ1 pot | TRPC4 potent | KCNQ1 block
18 | c1ccc(C2=Nc3c(ccc4ccccc34)C(c3ccncc3)=NN2)cc1 | x | -1 | i | i | -7.7* | i | i | i | i

# Molecules from the list above containing a thiophene ring, fused or not (2):
entry	Compound	DYRK1A inh	HDAC3 inh	TMEM16A inh	hERG protect	TMEM16A act	KCNK3 inh	KCNK9 block	TRPC4 agonist	KCNQ1 pot	TRPC4 potent	KCNQ1 block
9	Cc1cc(C)c2c(N)c(C(=O)c3ccc(Cl)cc3)sc2n1	1	-1	i	-3	i	i	i	i	i	i	i
23	O=C(Nc1ccc(N2CCN(C(=O)c3cccs3)CC2)cc1)c1ccccc1F	3	2	i	-6	i	i	i	i	i	i	i

# High-throughput results from PubChem BioAssay.
